Source: PubChem
AmpC detergent: inhibitors of E. coli AmpC beta-lactamase with detergent | AID 485294 | Potency, µM (top dose mostly 114 µM), without a hit: at the highest dose activity change, negative = inhibition, hits mostly inhibitors | AmpC hydrolysis of nitrocefin, absorbance 480 nm, 0.01% Triton | 0.041% of 370,000 active | P00811;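 also: potency is read from the fitted curve at half-maximal effect; 0% = no-compound wells and -100% = no-enzyme wells; nearly all actives have a fitted effect of over 25% in size; some results filed as inactive show a strong effect at the top dose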
Target sequence (P00811 whole entry, looked up): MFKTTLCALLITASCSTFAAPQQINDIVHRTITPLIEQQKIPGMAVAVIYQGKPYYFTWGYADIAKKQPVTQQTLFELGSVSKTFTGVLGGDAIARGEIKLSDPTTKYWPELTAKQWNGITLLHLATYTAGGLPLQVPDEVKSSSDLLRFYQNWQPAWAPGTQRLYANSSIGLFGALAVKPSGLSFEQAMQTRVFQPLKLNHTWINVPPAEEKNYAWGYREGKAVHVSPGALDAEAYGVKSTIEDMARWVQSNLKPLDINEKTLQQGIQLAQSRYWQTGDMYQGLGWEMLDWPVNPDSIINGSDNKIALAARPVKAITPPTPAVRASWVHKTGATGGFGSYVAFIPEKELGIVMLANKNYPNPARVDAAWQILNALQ
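20 mM phosphate pH 7.0 + 0.01% (detergent screen) or 0.0001% Triton X-100; 5.3 nM AmpC reagent; cpd preinc 15 min RT; nitrocefin (800 uM stock) to start; A480 q20 s × 4 min; Activity was normalised to no-enzyme and no-compound control wells.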
AmpC no deterg: AmpC beta-lactamase inhibition without detergent. P00811. AmpC nitrocefin hydrolysis, absorbance 480 nm, 0.0001% Triton. Potency, µM (series often up to 57.1 µM), without a hit: at the top dose activity change, negative = inhibition, usual class: inhibitors. 0.52% of 330,000 active. AID 485341;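 also: potency is read from the fitted curve at half-maximal effect; plate controls were no compound for no effect and no enzyme for full effect; nearly all actives have a fitted effect of over 20% in size; some results filed as inactive show a strong effect at the top dose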
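20 mM phosphate pH 7.0 + 0.01% (detergent screen) or 0.0001% Triton X-100; 5.3 nM AmpC reagent; cpd preinc 15 min RT; nitrocefin (800 uM stock) to start; A480 q20 s × 4 min; Activity was normalised to no-enzyme and no-compound control wells.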
HCMV inh: inhibitors of human cytomegalovirus; HFF cells, HCMV-luciferase reporter, 72 h; hits give low values; activity change, negative = inhibition, % at 57.5 µM; 4.5% of 410,000 active; AID 1259415; in the data active = activity change below about -60%; inconclusive = no clear call, values can overlap the other calls; inactive = above about -39%
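Steps: HFFs plated, 16 h 37C; compounds added; HCMV-luciferase added to MOI 1 PFU/cell; 72 h 37C; OneGlo reagent, 5 min room temperature; luminescence read, normalized to controls.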
AMA1-RON2 inh: disrupts binding of P. falciparum AMA1 to RON2. AlphaScreen AMA1-biotinylated RON2 peptide binding. Potency, µM (highest dose often 58.2 µM), inactives show at the top dose activity change, negative = inhibition, hits mostly inhibitors. 0.2% of 360,000 active. AID 720542;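 also: potency is read from the fitted curve at half-maximal effect; 0% = vehicle wells and -100% = peptide control; nearly all actives have a fitted effect of over 45% in size; some results filed as inactive show a strong effect at the top dose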
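AMA1 (3D7) with his tag at 25 nM final met compounds first, then biotinylated RON2 peptide at 25 nM; detection used donor plus acceptor beads, 10 µg/mL apiece, read by AlphaScreen after 30 min at room temperature.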
Sm TGR inh: blocks Schistosoma mansoni thioredoxin glutathione reductase | Q962Y6 | Potency, µM (highest dose often 114 µM), without a hit: top-dose activity change, negative = inhibition, actives largely listed as inhibitors | purified TGR, DTNB reduction, TNB absorbance 405 nm | 3% of 360,000 active; also: potency is read from the fitted curve at half-maximal effect; nearly all actives have a fitted effect of over 60% in size
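Kinetic colorimetric format: TGR-catalysed, NADPH-driven DTNB reduction monitored via TNB absorbance. Enzyme dispensed at 20 nM; compound exposure 15 min at room temperature before reaction start.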
Giardia FBPA inh: blocks Giardia fructose-bisphosphate aldolase activity; purified Giardia FBPA; 0.71% of 290,000 active; Potency, µM (highest dose often 59.6 µM), inactives show at the top dose activity, negative = inhibition, most hits filed as inhibitors; A8B2U2; AID 2451; also: potency is read from the fitted curve at half-maximal effect; nearly all actives have a fitted effect of over 55% in size
Target sequence (A8B2U2 whole entry, looked up): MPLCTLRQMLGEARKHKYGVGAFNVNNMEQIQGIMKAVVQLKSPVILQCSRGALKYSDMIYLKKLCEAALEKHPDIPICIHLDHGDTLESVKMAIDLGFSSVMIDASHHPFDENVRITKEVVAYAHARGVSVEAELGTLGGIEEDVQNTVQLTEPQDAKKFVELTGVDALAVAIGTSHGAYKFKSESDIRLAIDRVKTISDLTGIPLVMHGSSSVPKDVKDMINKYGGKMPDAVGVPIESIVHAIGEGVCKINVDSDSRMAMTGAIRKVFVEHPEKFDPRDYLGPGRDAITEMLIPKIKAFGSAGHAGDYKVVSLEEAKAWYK
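40 nM FBPA preincubated 10 min at RT with compound (up to 57.5 uM final), then substrate plus GAPDH/TPI/NAD/arsenate coupling and diaphorase/resazurin added. Fluorescence read after 20 min at RT, 525/598 nm.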
* hit, by the source's call; ? = inconclusive; nt = no result given; & = joins results of further samples; [ ] = another dose, or the depositor's remark. Unless noted, calls follow the shape of the dose curve; as a rule, active = well fitted curve in the direction sought with a large enough effect; inconclusive = small, poorly fitted or top-dose-only effect, or another doubt; inactive = no such curve, though single readings can be large; an effect the other way counts as inactive or inconclusive. Unless noted, % is scaled to controls: 0 for no effect and ±100 for the full control effect.

Labels used below – A = AmpC detergent; B = AmpC no deterg; C = HCMV inh; D = AMA1-RON2 inh; E = Sm TGR inh; F = Giardia FBPA inh
C(C#CCCCCCCCCC[n+]1ccccc1)#CCCCCCCCCC[n+]1ccccc1
  A: -7%	B: 199%[activator]	C: nt	D: -16%&-1%	E: 40µM*	F: 6%

O=C(CN1CCN(Cc2ccc3c(c2)OCO3)CC1)N1CCc2[nH]c3ccc(F)cc3c2C1
  A: -7%	B: 124%[activator]	C: -31	D: -12%	E: 0%	F: 14%

Cn1c(=O)[nH]c2cc(Cl)cnc21
  A: -17%	B: -7%	C: 20	D: -5%	E: 4%	F: 1%

COc1ccc(C2=Nn3c(nnc3-c3cc(C)[nH]n3)SC2)cc1
  A: -5%	B: -29%	C: 33	D: 5%	E: 0%	F: -1%

O=S(=O)(NCc1ccccn1)c1ccc(Cl)c(C(F)(F)F)c1
  A: 8%	B: -11%	C: -13	D: 24%	E: 4%	F: -17%

CCOC(=O)c1c(NC(=O)CSc2cn(CCNC(=O)c3ccc(OCC)cc3)c3ccccc23)sc2c1CCCC2
  A: -2%	B: nt	C: -1	D: nt	E: -3%	F: nt

O=C(/C(=C/c1ccc(Cl)cc1)c1nc2ccccc2[nH]1)c1ccccc1
  A: 10%	B: -25%	C: -96*	D: 65%[activator]	E: 7%	F: -1%

CCCCCCn1nnc2sc(-c3ccccc3)cc2c1=O
  A: 12%	B: nt	C: 16	D: nt	E: 1%	F: nt

O=C(NCC1CCCN1S(=O)(=O)c1cccs1)C(=O)Nc1ccc(F)cc1 (stereo unspecified)
  A: ?	B: 28µM*	C: -23	D: 10%	E: -15%	F: nt

CCOC(=O)NN=C1c2ccccc2-c2ccccc21
  A: ?	B: -13%	C: -3	D: 5%	E: -16%	F: 7%

COc1cc(OC)c(-c2c3cc(O)c(=O)cc-3oc3cc(O)c(O)cc23)cc1OC
  A: ?	B: -17%	C: ?	D: 7.9µM*	E: -8%	F: ?

Cc1csc(SCC(=O)NCCc2ccc(Cl)cc2Cl)n1
  A: 1%	B: 13%	C: -31	D: -6%	E: -3%	F: -3%

Cc1nc(S(=O)(=O)c2ccc(Cl)cc2)c(N(C)C)o1
  A: -5%	B: -9%	C: 0	D: -5%	E: 10µM*	F: -4%

Cc1cccc2c3c([nH]c12)CCN(C)C3
  A: 1%	B: -3%	C: -30	D: -9%	E: 8%	F: -2%

COC(=O)[C@@H]1C[C@@]2(O)[C@@H](O)[C@@H](O)[C@@H](O)C[C@H]2N1CC1CCCCC1
  A: 2%	B: -10%	C: -15	D: 21%	E: -18%	F: -1%&6%

Labels used below – A = AmpC detergent; B = AmpC no deterg; C = HCMV inh; D = AMA1-RON2 inh; E = Sm TGR inh; F = Giardia FBPA inh
Cc1ccc2c(C)c(C(=O)N3CCC(O)(c4ccccc4)CC3)oc2c1C
  A: -12%	B: 51%	C: 82	D: -26%	E: 14%	F: 8%

CC(=O)c1c(C)n(-c2ccc(Cl)cc2)c2ccc(O)cc12
  A: 5%	B: -16%	C: -13	D: 3%	E: 11%	F: -6%

CC(=O)c1cccc(NC(=O)CC2Oc3ccc(C)cc3NC2=O)c1 (stereo unspecified)
  A: ?	B: 2%	C: 16	D: -4%	E: -30%	F: 3%

CCC(C(=O)NC1CCCC1)N(C(=O)c1snc(C(N)=O)c1N)c1ccc(OC)cc1 (stereo unspecified)
  A: -3%	B: -14%	C: -11	D: 6%	E: 0%	F: 0%

COc1cc(C=O)ccc1OCCOCCOc1ccccc1Cl
  A: ?	B: 17%	C: 34	D: 11%	E: 3%	F: -1%

COc1cc(OC)cc(-c2oc(=O)c3cc(OC)c(OC)cc3c2/C=C/c2ccc(F)cc2)c1
  A: 3%	B: -11%	C: 19	D: 0%	E: -26%	F: nt

c1ccc(Cn2c(CNc3nc4ccccc4n3CCN3CCCCC3)nc3ccccc32)cc1
  A: 6%	B: 73%[activator]	C: -2	D: -30%	E: -19%	F: 8%

O=C(COc1ccc2ccccc2c1)N1CCN(C2CCN(Cc3ccccc3)CC2)CC1
  A: 1%	B: 183%[activator]	C: 10	D: -7%	E: -7%	F: 1%

O=C1/C(=C/c2cccc(Cl)c2)CSc2sccc21
  A: -6%	B: -31%	C: 36	D: -16%	E: 15%	F: -1%

CCOC(=O)C1=C(CC)Nc2ccccc2N/C1=N\S(=O)(=O)c1ccc2ccccc2c1
  A: -7%	B: -46%	C: -26	D: 5%	E: -4%	F: 3%

CC(=O)C(C(C)=O)C1(O)C(=O)c2ccccc2C1=O
  A: 2%	B: -10%	C: -9	D: -5%	E: -6%	F: ?

O=C(NC1CCN(Cc2cccc([N+](=O)[O-])c2)CC1)c1ccccc1
  A: 3%	B: -9%	C: 5	D: 15%	E: 7%	F: -3%

Cn1nccc1C(=O)Nc1ccc(S(=O)(=O)N2CCCC2)cc1
  A: -8%	B: -9%	C: 15	D: -11%	E: 0%	F: nt

CCOC(=O)C1CCN(C(=O)CN(C)S(=O)(=O)c2cc(C)ccc2OC)CC1
  A: -10%	B: -1%	C: 18	D: -4%	E: 17%	F: 5%

C/C(=N\NC(=O)c1csc(C)c1C)c1ccco1
  A: ?	B: -22%	C: 65	D: 27%	E: 6%	F: -10%

Labels used below – A = AmpC detergent; B = AmpC no deterg; C = HCMV inh; D = AMA1-RON2 inh; E = Sm TGR inh; F = Giardia FBPA inh
COC(=O)c1ccc(CNC(=O)c2coc3ccccc3c2=O)cc1
  A: -5%	B: -28%	C: -17	D: -1%	E: -5%	F: 7%

O=C(COC(=O)c1ncc(Cl)c(Cl)c1Cl)Nc1cccnc1Cl
  A: -16%	B: 4%	C: 14	D: -5%	E: -3%	F: nt

Cc1cc(C)cc(NS(=O)(=O)c2ccc(-c3cc(C)no3)cc2)c1
  A: 12%	B: nt	C: -80*	D: nt	E: 5%	F: nt

O=C(C1CCC1)N1CCN(S(=O)(=O)c2cc(F)ccc2F)CC1
  A: -5%	B: -2%	C: -5	D: 6%	E: 2%	F: nt

C/C(=N\NC(=O)c1ccccc1)c1c(O)n(Cc2ccccc2)c(=O)[nH]c1=O
  A: 4%	B: -30%	C: 14	D: 19%	E: 2%	F: ?

O=C1NCC(COc2ccc(Cl)cc2)O1 (stereo unspecified)
  A: ?	B: -5%[11.4 µM]	C: ?	D: 7%	E: 8%	F: 0%

Cc1csc(NC(=O)CSc2nc(=O)n(CCCN(C)C)c3c2CCC3)n1
  A: ?	B: ?	C: -30	D: 0%	E: 1%	F: nt

O=C(COc1ccc(Cl)cc1)NCc1ccccc1
  A: 2%	B: -7%	C: -10	D: -8%	E: -19%	F: -2%

CC(C)c1cccc(C(C)C)c1NC(=O)CN1C(=O)NC2(CCCCCCC2)C1=O
  A: -1%	B: -10%	C: -24	D: 10%	E: -13%	F: nt

Some of the entries so far, with bars between the fields:
structure | AmpC detergent | AmpC no deterg | HCMV inh | AMA1-RON2 inh | Sm TGR inh | Giardia FBPA inh
CCOC(=O)C1=C(CC)Nc2ccccc2N/C1=N\S(=O)(=O)c1ccc2ccccc2c1 | -7% | -46% | -26 | 5% | -4% | 3%
CC(=O)C(C(C)=O)C1(O)C(=O)c2ccccc2C1=O | 2% | -10% | -9 | -5% | -6% | ?
O=C(NC1CCN(Cc2cccc([N+](=O)[O-])c2)CC1)c1ccccc1 | 3% | -9% | 5 | 15% | 7% | -3%
Cn1nccc1C(=O)Nc1ccc(S(=O)(=O)N2CCCC2)cc1 | -8% | -9% | 15 | -11% | 0% | nt
CCOC(=O)C1CCN(C(=O)CN(C)S(=O)(=O)c2cc(C)ccc2OC)CC1 | -10% | -1% | 18 | -4% | 17% | 5%
C/C(=N\NC(=O)c1csc(C)c1C)c1ccco1 | ? | -22% | 65 | 27% | 6% | -10%
COC(=O)c1ccc(CNC(=O)c2coc3ccccc3c2=O)cc1 | -5% | -28% | -17 | -1% | -5% | 7%
O=C(COC(=O)c1ncc(Cl)c(Cl)c1Cl)Nc1cccnc1Cl | -16% | 4% | 14 | -5% | -3% | nt
Cc1cc(C)cc(NS(=O)(=O)c2ccc(-c3cc(C)no3)cc2)c1 | 12% | nt | -80* | nt | 5% | nt
O=C(C1CCC1)N1CCN(S(=O)(=O)c2cc(F)ccc2F)CC1 | -5% | -2% | -5 | 6% | 2% | nt
C/C(=N\NC(=O)c1ccccc1)c1c(O)n(Cc2ccccc2)c(=O)[nH]c1=O | 4% | -30% | 14 | 19% | 2% | ?
O=C1NCC(COc2ccc(Cl)cc2)O1 (stereo unspecified) | ? | -5%[11.4 µM] | ? | 7% | 8% | 0%
Cc1csc(NC(=O)CSc2nc(=O)n(CCCN(C)C)c3c2CCC3)n1 | ? | ? | -30 | 0% | 1% | nt
O=C(COc1ccc(Cl)cc1)NCc1ccccc1 | 2% | -7% | -10 | -8% | -19% | -2%
CC(C)c1cccc(C(C)C)c1NC(=O)CN1C(=O)NC2(CCCCCCC2)C1=O | -1% | -10% | -24 | 10% | -13% | nt
